EBI2 antag: antagonists of human EBI2 receptor; P32249; EBI2 beta-arrestin recruitment, luminescence, 7a,25-OHC stimulated; inhibition, % at 5 µM; actives 0.81% (n = 360,000); AID 651636; in the data active means inhibition above about 38%;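 further: enzyme fragment complementation signal reports receptor beta-arrestin coupling in cells; 0% = agonist plus DMSO wells and 100% = wells without agonist; some results beyond the cut were filed as inactive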
Target sequence (P32249 whole entry, looked up, the tested form may be a part): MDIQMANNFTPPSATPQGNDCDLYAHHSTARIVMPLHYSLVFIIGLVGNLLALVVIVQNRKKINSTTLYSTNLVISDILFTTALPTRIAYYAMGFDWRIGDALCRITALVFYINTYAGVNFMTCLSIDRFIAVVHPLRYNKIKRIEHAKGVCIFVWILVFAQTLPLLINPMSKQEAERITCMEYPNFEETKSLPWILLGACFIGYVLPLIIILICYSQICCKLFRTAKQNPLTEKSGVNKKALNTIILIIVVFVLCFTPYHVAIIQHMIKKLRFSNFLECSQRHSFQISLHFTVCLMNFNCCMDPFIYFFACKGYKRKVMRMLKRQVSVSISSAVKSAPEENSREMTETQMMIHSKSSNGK
APJ antagonist: APJ receptor antagonism; CHO-K1 APJ beta-arrestin complementation, luminescence; P35414; inhibition, % at 20 µM; AID 2521; actives 0.32% (n = 330,000);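 active means inhibition above about 40% at 20 µM, limit read from the data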;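 further: cells challenged with 10 nM apelin-13 agonist together with compound; plate controls were apelin-13 plus DMSO wells for no effect and DMSO wells lacking apelin-13 for full effect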
XBP1 UPR activ: activators of adaptive arm of unfolded protein response (XBP1); actives 0.33% (n = 330,000); AID 463104; CHO-XBP1 luciferase reporter, IRE1-XBP1 UPR activation, luminescence; percent of tunicamycin response, DMSO as zero; activation, % at 20 µM;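 active means versus positive control, 20 µM dose yields 30% or more activation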;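 further: 100% = tunicamycin at 10 µg/mL and 0% = DMSO only wells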
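Material: CHO cell line with stable XBP1 luciferase reporter; schedule: 16-18 h cell attachment at 37 °C, then 6 h compound exposure; signal: glow luminescence from Steady-Glo reagent; medium: serum-containing F12 medium, 10% FBS; benchmarks: tunicamycin 10 µg/mL and vehicle-only wells; read-out: percent activation relative to tunicamycin reference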
CCR6 antagonist: antagonists of human CCR6 receptor. P51684. CHO-K1 CCR6 PathHunter beta-arrestin, luminescence, CCL20-stimulated. inhibition, % at 20 µM. actives 0.49% (n = 340,000). AID 493098;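 active means compounds whose inhibition of the agonist-driven luminescence signal at 20 µM reaches about 50%, limit read from the data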;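 further: cells stimulated with CCL20 at 14 nM final; plate controls were DMSO with CCL20 for no effect and DMSO without agonist for full effect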
Target sequence (P51684 whole entry, looked up): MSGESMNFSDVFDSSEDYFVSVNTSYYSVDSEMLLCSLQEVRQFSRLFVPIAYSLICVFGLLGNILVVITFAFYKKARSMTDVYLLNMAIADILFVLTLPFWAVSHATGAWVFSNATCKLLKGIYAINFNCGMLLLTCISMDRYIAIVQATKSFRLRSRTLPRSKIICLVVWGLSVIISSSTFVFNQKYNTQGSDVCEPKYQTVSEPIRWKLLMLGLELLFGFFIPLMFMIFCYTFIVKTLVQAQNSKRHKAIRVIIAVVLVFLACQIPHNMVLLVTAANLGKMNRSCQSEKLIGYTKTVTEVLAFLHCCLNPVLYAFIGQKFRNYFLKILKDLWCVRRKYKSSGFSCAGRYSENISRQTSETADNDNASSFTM
UPR CHOP act: activators of apoptotic arm of unfolded protein response (CHOP) | CHO-CHOP luciferase reporter, UPR activation, luminescence; percent of tunicamycin response over DMSO baseline | activation, % at 10 µM | actives 0.34% (n = 330,000) | AID 449763;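 active means at 10 µM dose, activation of 40% or more, normalized to positive control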;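 further: 100% = tunicamycin at 10 µg/mL and 0% = DMSO alone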
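System: CHO CHOP reporter cells. Amount: 500 cells per well. Buffer or medium: F12 medium, 10% FBS. Compound dosing: one dose, 10 µM in 0.5% DMSO. Incubation: 6 h compound exposure at 37 °C after overnight seeding. Technique: Steady-Glo luciferase luminescence. Benchmarks: tunicamycin and DMSO controls.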
APJ agonist: agonists of human APJ apelin receptor. P35414. CHO-K1 APJ PathHunter beta-arrestin, luminescence; 0% DMSO wells, 100% apelin. activation, % at 20 µM. actives 0.11% (n = 330,000). AID 2520;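 active means activation more than six SD over the plate average, tested at 20 µM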;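 further: 0% = DMSO alone and 100% = apelin-13 at 10 nM; some results filed as inactive read as strong as hits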
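assay system = CHO-K1 APJ beta-arrestin complementation cell line | input = cell density 1000 per well | dosing = compound 20 µM once, DMSO 1% | timing = compound 90 min 25 °C, reagent 1 h | measured by = luminescence from split beta-galactosidase complementation, Galacton Star/Emerald II substrate | read-out basis = APJ agonist activity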
Mdm2 MdmX PPI: inhibitors of human Mdm2/MdmX interaction; SaOS-2 split-luciferase Mdm2/MdmX complementation, luminescence; inhibition, % at 8 µM; actives 3% (n = 330,000); AID 485346;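 active means inhibition of at least 50% at 8 µM in the primary screen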
CXCR6 block: inhibitors of human CXCR6 receptor; CHO-K1 PathHunter CXCR6 beta-arrestin, luminescence; inhibition, % at 20 µM; actives 0.36% (n = 360,000); in the data active means inhibition above about 34%, passing the limit was not always enough;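 further: antagonist mode with CXCL16 agonist at 10 nM final; 0% = 10 nM CXCL16 with DMSO and 100% = unstimulated wells without agonist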
Target sequence (O00574 whole entry, looked up): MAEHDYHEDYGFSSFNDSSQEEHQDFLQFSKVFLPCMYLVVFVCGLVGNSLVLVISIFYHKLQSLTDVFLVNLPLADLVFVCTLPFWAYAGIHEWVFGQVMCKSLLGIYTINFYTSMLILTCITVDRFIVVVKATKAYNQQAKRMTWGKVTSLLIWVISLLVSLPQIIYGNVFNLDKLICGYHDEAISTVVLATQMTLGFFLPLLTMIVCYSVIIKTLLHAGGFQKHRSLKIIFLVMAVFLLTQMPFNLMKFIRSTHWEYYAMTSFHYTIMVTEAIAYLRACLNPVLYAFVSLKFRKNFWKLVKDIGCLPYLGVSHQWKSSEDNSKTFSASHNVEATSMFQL
tim23-1 inh: inhibits growth of tim23-1 mutant yeast; S. cerevisiae tim23-1 growth, BacTiter-Glo luminescence, 24 h; inhibition, % at 20 µM; actives 1.3% (n = 330,000);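 active means growth inhibition of the mutant yeast at or above 50%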;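 further: temperature-sensitive mutant grown at 25 °C; plate controls were DMSO-treated mutant yeast for no effect and medium wells lacking yeast for full effect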
* = called active by the depositor; . = no result given. Not all compounds are listed; the hit share may differ from the screen's.

Every second line gives: EBI2 antag	APJ antagonist	XBP1 UPR activ	CCR6 antagonist	UPR CHOP act	APJ agonist	Mdm2 MdmX PPI	CXCR6 block	tim23-1 inh
O=C(CC1C(=O)NCCN1Cc1ccccc1C(F)(F)F)NC1CCC1 (stereo not given)
→ -1	-23	-3	-3	-0.3	0	5	-3	26
CC1CC(C)CN(S(=O)(=O)c2ccc3c(c2)CCN3C(=O)C2CC2)C1 (stereo not given)
→ 8	14	-4	11	0.5	7	21	1	35
c1ccc(CN2CCCC3(CCCN(Cc4nc(CC5CC5)no4)C3)C2)cc1 (stereo not given)
→ -11	7	-1	18	-0.2	-4	7	-8	-5
Cc1ccc2c(c1)N(CC(=O)Nc1c(C)cccc1C)C(=O)c1cccnc1O2
→ 6	1	-2	6	-0.6	-2	29	-1	-18
CC(C)(C)c1ccc(C(=O)NCCC(=O)Nc2ccc3c(c2)OCCO3)cc1
→ -3	18	-5	2	-0.5	-2	35	0	7
Cc1ccccc1C(=O)NCCOc1ccccc1Cl
→ -8	6	-4	21	3.0	-1	-94	2	14
Cn1cnc(S(=O)(=O)N2CCN(C(c3ccc(F)cc3)c3ccc(F)cc3)CC2)c1
→ 3	21	0	4	-1.7	2	-1	0	1
NS(=O)(=O)c1ccc(CCNC(=O)CSc2nc3ccccc3c3nc(CCN4CCCCC4)nn23)cc1
→ -5	-28	0	-7	-2.7	-1	4	4	-6
COc1ccc(N=c2oc3c(OC)cccc3cc2C(=O)NCc2ccco2)c(OC)c1
→ 24	-22	74*	11	172*	-1	68*	11	-7
COc1ccc(NC(=O)CSc2nncs2)cc1S(N)(=O)=O
→ -5	12	5	0	-0.1	-2	8	2	-6
Cc1cccc(Oc2nc3c(c(=O)n(C)c(=O)n3C)n2C)c1
→ -11	-13	-1	0	2.4	-2	-17	0	3
Cc1ccc2nc(Nc3nc(CSc4nnnn4-c4ccccc4)cc(=O)[nH]3)nc(C)c2c1
→ 4	-2	1	10	1.7	-3	16	10	-7
Cn1c(=O)[nH]c(=O)c2c1nc(Sc1ccccc1)n2CCc1ccccc1
→ 20	-43	2	11	1.8	-4	14	7	-1
CC(C)(C)n1nnnc1C(c1cccs1)N1CCCC2(CCCCC2)C1 (stereo not given)
→ 19	18	-2	36	2.2	-6	38	15	32
CCN(C1CCCCC1)S(=O)(=O)c1ccc(S(=O)(=O)N2CCN(CCC#N)CC2)cc1
→ 3	-22	-4	7	-1.3	0	13	10	22

Next part:
Every second line gives: EBI2 antag	APJ antagonist	XBP1 UPR activ	CCR6 antagonist	UPR CHOP act	APJ agonist	Mdm2 MdmX PPI	CXCR6 block	tim23-1 inh
Cc1ccc2c(c1)N(Cc1cccc(Cl)c1)C(=O)c1cccnc1O2
→ 1	19	2	8	-0.3	-5	11	8	-30
O=C1Nc2ccccc2C(O)(C(=O)NCc2ccco2)N1c1ccc(Cl)c(Cl)c1 (stereo not given)
→ -13	-11	-4	7	-0.1	0	-11	5	4
O=C(CN1CCN(S(=O)(=O)c2ccccc2[N+](=O)[O-])CC1)Nc1ccc(N2CCOCC2)cc1
→ -8	-4	1	-1	0.7	0	-6	-2	12
CCOc1ccc(CN(C)CC(=O)Nc2cc(C)c(C)cc2[N+](=O)[O-])cc1
→ 16	7	1	-3	1.7	-2	34	2	10
COc1ccc(NC(=O)COC(=O)c2ccc(-n3cnnn3)cc2)cc1Cl
→ -9	-13	-1	4	0.2	7	31	-4	14
Cc1cc(N2CCN(c3cccc(C(F)(F)F)c3)CC2)n2nc(C)nc2n1
→ 1	2	1	-4	-1.7	2	12	11	6
O=C1OCC/C1=C\c1ccccc1O
→ -12	19	1	-15	0.2	0	1	4	-4
CCOc1ccc(C(=O)Nc2ccc3nc(N4CCN(CC)CC4)cc(C)c3c2)cc1
→ -6	-11	6	0	-1.4	4	55*	-4	20
O=C(CC1C(=O)NCCN1Cc1ccccc1)NCCCOc1cccnc1 (stereo not given)
→ -13	16	-2	2	0.2	0	19	-17	-6
COc1ccc(Cl)cc1S(=O)(=O)N1CCC(C(=O)NCc2ccccn2)CC1
→ -8	14	-1	3	-0.8	3	-25	-3	3
Cc1nnc(SCC(=O)NC2CCCc3c2cnn3-c2ccc(F)cc2F)o1 (stereo not given)
→ -12	-7	-2	-6	0.0	-4	14	-23	18
CCOC(=O)C1CCCCN1Cc1cccc(C(F)(F)F)c1 (stereo not given)
→ 1	15	-2	20	-1.1	-8	17	-3	-1
CC(C)Oc1ccc(CCc2n[nH]c(=S)n2Cc2ccccc2)cc1
→ -12	24	3	18	0.7	1	2	2	25
CCOC(=O)C1=C(N)Oc2cc(O)ccc2C1c1ccc(C)cc1 (stereo not given)
→ 12	-13	-1	7	1.0	-4	25	-1	23
Cc1cc(C)n2ncc(C(=O)NCc3ccc(Cl)cc3)c2n1
→ 7	-15	0	15	0.1	-6	23	-7	30

Reformatted with tabs: entries from further up
molecule	EBI2 antag	APJ antagonist	XBP1 UPR activ	CCR6 antagonist	UPR CHOP act	APJ agonist	Mdm2 MdmX PPI	CXCR6 block	tim23-1 inh
Cc1ccc2c(c1)N(Cc1cccc(Cl)c1)C(=O)c1cccnc1O2	1	19	2	8	-0.3	-5	11	8	-30
O=C1Nc2ccccc2C(O)(C(=O)NCc2ccco2)N1c1ccc(Cl)c(Cl)c1 (stereo not given)	-13	-11	-4	7	-0.1	0	-11	5	4
O=C(CN1CCN(S(=O)(=O)c2ccccc2[N+](=O)[O-])CC1)Nc1ccc(N2CCOCC2)cc1	-8	-4	1	-1	0.7	0	-6	-2	12
CCOc1ccc(CN(C)CC(=O)Nc2cc(C)c(C)cc2[N+](=O)[O-])cc1	16	7	1	-3	1.7	-2	34	2	10
COc1ccc(NC(=O)COC(=O)c2ccc(-n3cnnn3)cc2)cc1Cl	-9	-13	-1	4	0.2	7	31	-4	14
Cc1cc(N2CCN(c3cccc(C(F)(F)F)c3)CC2)n2nc(C)nc2n1	1	2	1	-4	-1.7	2	12	11	6
O=C1OCC/C1=C\c1ccccc1O	-12	19	1	-15	0.2	0	1	4	-4
CCOc1ccc(C(=O)Nc2ccc3nc(N4CCN(CC)CC4)cc(C)c3c2)cc1	-6	-11	6	0	-1.4	4	55*	-4	20

Further structures:
Every second line gives: EBI2 antag	APJ antagonist	XBP1 UPR activ	CCR6 antagonist	UPR CHOP act	APJ agonist	Mdm2 MdmX PPI	CXCR6 block	tim23-1 inh
CC1=NN(C(=O)Cn2nc([N+](=O)[O-])c(Br)c2C)C(O)(C(F)(F)F)C1 (stereo not given)
→ -13	-20	-3	-3	1.2	-4	0	2	18
COCCNC(=O)NC(=O)CN1CCN(C(c2ccccc2)c2ccccc2)CC1
→ -4	15	-2	8	-0.3	-3	-4	0	-14
Cc1ccc(N2C(=O)[C@@H]3C(C(=O)C(c4ccccc4)c4ccccc4)=NN[C@@H]3C2=O)cc1
→ 8	-16	-3	12	1.0	-1	-10	4	31
CC(C)C[C@H](NC(=O)c1[nH]cnc1C(=O)N[C@@H](C)c1ccccc1)C(=O)OC(C)(C)C
→ -14	23	-2	11	0.0	-5	39	12	38
CN(C)C(=O)CCc1ccc2c3c([nH]c2c1)[C@]1(CCc2ccccc2)[C@@H](C(=O)N2CCCCC2)C[C@H](CC(=O)NCc2cccc(C(F)(F)F)c2)C(=O)N1CC3
→ 42*	.	11	14	20	.	48	9	28
COc1ccc(-c2cc(C(=O)Nc3cccc(S(=O)(=O)NCc4ccco4)c3)c3ccccc3n2)cc1OC
→ -7	-13	0	20	1.6	0	54*	1	19
CCCn1cc(CN2CCC(Oc3ccc(C(=O)N4CCCC4)cc3)CC2)c(C)n1
→ -7	29	-3	-2	-1.2	-5	23	6	8
O=C(O)CCSCCC(=O)O
→ -8	2	4	-20	0.3	0	-20	-9	-22
C/C(N)=C(/C#N)C(=O)CSc1nnc(COc2cc(C)ccc2C)o1
→ 0	-7	1	-4	-0.5	-1	48	-14	1
COc1ccccc1N1CCN(C(=O)c2ccc(CSc3ccccc3)cc2)CC1
→ 14	5	-5	17	0.7	-3	-17	-11	40
COc1ccc2nc(SCC(=O)NC(C)c3ccccc3)[nH]c2c1 (stereo not given)
→ 7	-1	-3	8	-0.2	-3	-23	-3	11
CCC(C)NS(=O)(=O)c1ccc(OCC(=O)Nc2ccc(F)cc2F)cc1 (stereo not given)
→ -13	-18	-2	-2	-1.9	-3	6	-16	8
Cc1ccc(NC(=O)CC(NCCN2CCOCC2)C(=O)O)cc1Cl (stereo not given)
→ -2	-3	0	-17	0.9	-1	7	-1	4
CC1CC(C(F)F)n2nc(C(=O)O)cc2N1 (stereo not given)
→ -11	-23	-3	-14	-1.9	0	-21	26	7
C=C[C@H](CC(C)C)N(Cc1ccccc1)S(=O)(=O)N(Cc1ccccc1)[C@@H](C=C)CC(C)C
→ -2	22	-1	8	6.6	-4	83*	0	-1

Some of the entries so far, with bars between the fields.
SMILES | EBI2 antag | APJ antagonist | XBP1 UPR activ | CCR6 antagonist | UPR CHOP act | APJ agonist | Mdm2 MdmX PPI | CXCR6 block | tim23-1 inh
CC1=NN(C(=O)Cn2nc([N+](=O)[O-])c(Br)c2C)C(O)(C(F)(F)F)C1 (stereo not given) | -13 | -20 | -3 | -3 | 1.2 | -4 | 0 | 2 | 18
COCCNC(=O)NC(=O)CN1CCN(C(c2ccccc2)c2ccccc2)CC1 | -4 | 15 | -2 | 8 | -0.3 | -3 | -4 | 0 | -14

The list goes on:
Every second line gives: EBI2 antag	APJ antagonist	XBP1 UPR activ	CCR6 antagonist	UPR CHOP act	APJ agonist	Mdm2 MdmX PPI	CXCR6 block	tim23-1 inh
O=C(Nc1ccc(F)cc1)c1cc2c(s1)CCCC2
→ 13	-12	0	14	5.7	0	-135	-13	33
CC1(C)C(=O)OC(c2ccccc2)C2(CCCC2)C1=O (stereo not given)
→ -2	2	-1	10	-3.1	1	18	13	8
COCCn1c(Br)nc2c1c(=O)n(C)c(=O)n2C
→ -20	7	-4	6	-0.1	-1	5	-2	1
CCN(Cc1ccccc1)C(=O)c1cc(S(=O)(=O)N2CCOCC2)cn1C
→ -10	-3	0	-2	1.3	-1	16	0	-9
O=C(Cn1nnc2ccccc21)NCc1ccccc1
→ -3	2	-1	2	3.3	-1	1	8	-4
O=C(CN1C(=O)NC2(CCCC2)C1=O)Nc1ccc(C(F)(F)F)cc1
→ 0	1	2	7	2.0	-1	11	-15	10
Cc1ccc2nsnc2c1NC(=O)c1ccc(-c2cc(Cl)ccc2Cl)o1
→ 5	25	96*	-11	34	-3	60*	6	-27
COc1cccc(C(=O)C2CCCN(C(=O)c3cccc(C#CC(C)(C)O)c3)C2)c1 (stereo not given)
→ -3	-8	-2	-5	0.5	-4	19	-4	13
CC(=O)Nc1sc2c(c1C#N)CC(C)(C)NC2(C)C
→ -13	8	0	-2	-2.0	-2	-3	0	-11
COc1ccc(-c2ccc(C(=O)O)o2)c([N+](=O)[O-])c1
→ 4	-24	-2	0	1.3	0	-27	-11	-5
COC(=O)C/C(O)=C(/N=Nc1cccc(C(F)(F)F)c1)C(=O)OC
→ -10	-1	-1	-2	0.0	-5	-5	-2	23
